Assay outcomes (PubChem)
Kir21 block = inhibitors of mouse Kir2.1 inward-rectifier potassium channel; B-score at 10 µM; 0.85% of 310,000 active; AID 1672; HEK293-Kir2.1, FluxOR thallium flux fluorescence; stronger effect = lower value; P35561;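 active = fluorescence ratio B-score at or below minus 3 SD of library scores, with starting-brightness B-score within 2 SD, cut at about -4.2 in these data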;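 also: channel flux triggered by added potassium and thallium sulfate stimulus; B-score of peak minus minimum fluorescence over baseline after thallium stimulus; more negative B-score means stronger Kir2.1 block with less thallium influx; some compounds called inactive have numbers as strong as hits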
Target sequence (P35561 whole entry, looked up): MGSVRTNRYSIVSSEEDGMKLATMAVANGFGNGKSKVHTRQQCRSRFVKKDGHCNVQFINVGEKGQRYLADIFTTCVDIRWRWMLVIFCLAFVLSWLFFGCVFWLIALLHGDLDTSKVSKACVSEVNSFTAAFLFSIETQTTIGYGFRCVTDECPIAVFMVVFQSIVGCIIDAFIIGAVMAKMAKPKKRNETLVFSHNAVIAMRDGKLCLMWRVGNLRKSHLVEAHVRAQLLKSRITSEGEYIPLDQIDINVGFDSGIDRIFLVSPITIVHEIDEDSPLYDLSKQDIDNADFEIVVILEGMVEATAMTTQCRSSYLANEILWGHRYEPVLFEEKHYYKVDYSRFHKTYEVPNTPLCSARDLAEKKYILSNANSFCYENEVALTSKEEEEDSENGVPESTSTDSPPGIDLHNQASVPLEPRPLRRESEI
CHT inh = human CHT choline transport inhibition. 0.86% of 310,000 active. B-score at 10 µM. CHT-expressing cells, membrane potential dye, choline response; stronger effect = lower value. Q9GZV3;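 active = B-score over 3 SD under the library average, and starting fluorescence ratio not unusually high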;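 also: choline stimulus applied at its EC90 after an EC20 pre-addition; B-score computed on integrated fluorescence ratio after choline addition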
Target sequence (Q9GZV3 whole entry, looked up): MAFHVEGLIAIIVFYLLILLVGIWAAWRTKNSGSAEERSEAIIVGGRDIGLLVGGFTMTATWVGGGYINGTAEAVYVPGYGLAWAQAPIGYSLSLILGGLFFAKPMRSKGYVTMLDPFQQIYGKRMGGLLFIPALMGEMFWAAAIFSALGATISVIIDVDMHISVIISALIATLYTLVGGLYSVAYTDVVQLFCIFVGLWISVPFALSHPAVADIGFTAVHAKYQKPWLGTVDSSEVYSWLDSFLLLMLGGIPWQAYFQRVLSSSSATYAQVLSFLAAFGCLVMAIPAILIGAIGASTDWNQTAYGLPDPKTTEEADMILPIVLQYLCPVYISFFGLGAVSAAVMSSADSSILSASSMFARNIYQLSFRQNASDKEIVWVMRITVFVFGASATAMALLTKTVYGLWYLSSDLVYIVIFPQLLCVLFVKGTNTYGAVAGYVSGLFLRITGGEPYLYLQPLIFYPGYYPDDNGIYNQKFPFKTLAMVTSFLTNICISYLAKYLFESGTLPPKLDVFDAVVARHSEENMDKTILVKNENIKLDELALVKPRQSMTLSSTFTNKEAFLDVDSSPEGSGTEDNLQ
Numbers without * were called inactive; i = inactive; . = not tested or not shown.

nr	Molecule	Kir21 block	CHT inh
1	COCCN(C(=S)Nc1ccc(C(C)C)cc1)C(C)c1cccs1 (stereo not given)	-1.5	i
2	CCCS(=O)(=O)N1CCCC(C(=O)c2ccccc2OC)C1 (stereo not given)	0	i
3	COc1ccc(NC(=O)C2CCCN2S(=O)(=O)c2cccs2)c([N+](=O)[O-])c1 (stereo not given)	1.2	i
4	CC(=O)c1cccc(N(C(=O)c2ccco2)C(C(=O)NC2CCCC2)c2ccncc2)c1 (stereo not given)	-1.2	i
5	CSc1ccccc1NC(=O)Nc1ccccc1	-1.1	i
6	CCCCNC(=O)C(C#N)c1nc2ccccc2nc1N1CCN(c2ccccc2F)CC1 (stereo not given)	0.1	i
7	Cc1nnc(NC(=O)c2oc3ccccc3c2C)s1	-0.01	i
8	O=C(CN1C(=O)NC2(CCCC2)C1=O)Nc1cc(Cl)ccc1N1CCCCC1	-1.4	i
9	COc1ccc(C(c2nnnn2C(C)(C)C)N2CCN(C)CC2)cc1OC (stereo not given)	-2.2	i
10	NC(=O)CC(NC(=O)Cc1ccc(Br)cc1)c1ccc(NCCc2cccc(F)c2)c([N+](=O)[O-])c1 (stereo not given)	1.3	i
11	CCN(CC)S(=O)(=O)c1ccc2c(c1)N(CC(=O)NCc1ccccn1)C(=O)CO2	0.28	i
12	Cc1oc2ccc(OCc3ccc(F)cc3)cc2c1C(=O)O	0.59	i
13	Cc1cc(Cl)ccc1OCC(=O)NCCCN1CCOCC1	-1.3	i
14	CS(=O)(=O)N(CC(=O)NCC1CCCO1)c1ccc(Cl)c(Cl)c1 (stereo not given)	0.44	i
15	CCCN1CCN(C(=O)C2CCN(S(=O)(=O)c3c(C)noc3/C=C/c3ccc(C)cc3)CC2)CC1	-1.2	i
16	CCCCN=C1CC(C)(C)CC(=O)/C1=C(/O)CCCN1C(=O)c2ccccc2C1=O	-1.1	i
17	CCOC(=O)CN(C(=O)CNC(=O)c1ccco1)C(C(=O)NC1CCCCC1)c1cccnc1 (stereo not given)	-0.04	i
18	CC(C)(C)c1nnc(NC(=O)Cc2ccc(Br)cc2)s1	-0.82	i
19	C=CCOc1cccc(C2C(C(=O)c3ccc(C)o3)=C(O)C(=O)N2c2nccs2)c1 (stereo not given)	-9.3	i
20	CC(=O)c1c(-c2ccc(Cl)cc2)c2ccccc2[nH]c1=O	0.05	i

Full records as entered above. Order of screens: Kir21 block, CHT inh
Entry for COCCN(C(=S)Nc1ccc(C(C)C)cc1)C(C)c1cccs1 (stereo not given) = -1.5, i
Entry for Cc1oc2ccc(OCc3ccc(F)cc3)cc2c1C(=O)O = 0.59, i
Entry for CCN(CC)S(=O)(=O)c1ccc2c(c1)N(CC(=O)NCc1ccccn1)C(=O)CO2 = 0.28, i

4 of these compounds in another layout:
16	CCCCN=C1CC(C)(C)CC(=O)/C1=C(/O)CCCN1C(=O)c2ccccc2C1=O
  Kir21 block: -1.1; CHT inh: i
17	CCOC(=O)CN(C(=O)CNC(=O)c1ccco1)C(C(=O)NC1CCCCC1)c1cccnc1 (stereo not given)
  Kir21 block: -0.04; CHT inh: i
18	CC(C)(C)c1nnc(NC(=O)Cc2ccc(Br)cc2)s1
  Kir21 block: -0.82; CHT inh: i
19	C=CCOc1cccc(C2C(C(=O)c3ccc(C)o3)=C(O)C(=O)N2c2nccs2)c1 (stereo not given)
  Kir21 block: -9.3; CHT inh: i

Next entries
nr	Molecule	Kir21 block	CHT inh
21	O=C(O)C1Cc2ccccc2CN1C(=O)COc1ccc(Cl)cc1Cl (stereo not given)	-1.8	i
22	Cc1ccc(S(=O)(=O)c2nnn(-c3cccc(F)c3)c2N)cc1	-0.13	i
23	CNS(=O)(=O)c1cn(CC(=O)NCc2cccc(OC)c2)cc1S(=O)(=O)NC	-0.91	i
24	COc1ccc(C(=O)C(OC(=O)CNC(=O)c2ccco2)c2ccccc2)cc1 (stereo not given)	0.15	i
25	COc1ccc(C2=Nn3c(nnc3-c3ccncc3)SC2)cc1OC	-0.23	i
26	CCOC(=O)C1CCN(C(=O)c2cc(S(=O)(=O)N3CCOCC3)c(Cl)cc2Cl)CC1	0.57	i
27	Cc1cc(Cl)cc(Br)c1OCCCN1C(=O)NC(C)(C)C1=O	-2	i
28	CN1C(=S)SC(/[N+]([O-])=C/c2ccc(Cl)cc2)C1(C)C (stereo not given)	1.2	i
29	Cc1cccn2c(=O)c(/C=C(\C#N)S(=O)(=O)c3ccccc3)c(N3CCCCC3)nc12	0.27	i
30	Cc1cc(/C=C2\C(=N)N3N=C(C(C)C)SC3=NC2=O)c(C)n1Cc1ccccc1	-0.19	i
31	Cc1ccc(-c2nc3ccccc3s2)cc1NC(=S)NC(=O)c1ccccc1	0.57	i
32	CCc1cccc(OCCCCNCCO)c1	1.3	i
33	Cc1ccc(C(=O)Oc2ccc(/C=N/NC(N)=O)cc2)cc1	0.51	i
34	CC(C)OCCCNC(=O)c1cc(S(=O)(=O)N2CCCCC2)c[nH]1	0.67	i
35	N#Cc1nc(COc2cccc(Cl)c2)oc1N1CCN(c2ccccc2)CC1	0.08	i
36	CCOC(=O)c1cc(-c2ccccc2)nn1Cc1cc(CC)no1	-0.05	i
37	CN(C)S(=O)(=O)c1cc(NC(=O)CN2CCCc3ccccc32)ccc1Cl	-0.71	i
38	O=C(COC(=O)c1cc(S(=O)(=O)N2CCOCC2)ccc1Cl)NCc1ccco1	-0.09	i
39	C#CCNC(=O)C1=C[C@H](c2ccc(C(F)(F)F)cc2)C[C@H](OCCCCO)O1	0.57	i
40	COc1ccc2cc(C)c3nnc(SCc4cccnc4)n3c2c1	-0.37	i
41	CCc1ccc(O)c(N=Cc2ccccc2O)c1	-1.1	i
42	CCC(C)(C)n1nnnc1CN1CCC(NC(=O)c2ccccc2C)CC1	0.94	i
43	CCN(CC)S(=O)(=O)c1ccc(N2CCCCC2)c(NC(=O)/C=C/c2cc(OC)c(OC)c(OC)c2)c1	1.9	i
44	Cc1cccc(C(=O)Nc2ccccc2NC(=O)c2cccc(C)c2)c1	1.4	i
45	O=C(NN1C(=O)c2ccccc2NC12CCCCC2)c1ccccc1	1.7	i
46	Cc1oc(-c2ccccc2F)nc1CS(=O)(=O)CC(=O)N1CCCCCC1	0.02	i
47	COCCCNCC(=O)c1c(N)n(Cc2ccccc2)c(=O)n(C)c1=O	-1.2	i
48	Cc1c(C#N)c(O)n(CCO)c(=O)c1N=Nc1ccc2c(c1)COC2=O	1.2	i
49	O=[N+]([O-])c1ccc(Cl)c(S(=O)(=O)/N=C(/c2ccccc2)N2CCOCC2)c1	-0.83	i
50	NC(=O)NNc1cccc(Cl)n1	-0.66	i
51	Cc1ccc(S(=O)(=O)N2CCOCC2)cc1NC(=O)CSc1nccn1C	-0.98	i
52	O=C(O)CNS(=O)(=O)/C=C/c1ccccc1	-0.09	i
53	C[C@@H](C(=O)CC(=O)OC(C)(C)C)[C@@H](O)c1ccccc1	-1.1	i
54	COc1c(C)cc(Br)cc1C(=O)Nc1ccc(Cc2ccncc2)cc1	0.07	i
55	COc1ccccc1NS(=O)(=O)c1ccc2c(c1)OCCO2	-1.7	.
56	CC(C)n1c(Nc2ccccc2)nc2ccccc21	0.74	i
57	COc1cccc(CN(CC(=O)NCc2ccco2)C(=O)CNS(=O)(=O)c2ccccc2)c1	2.3	i
58	CC12CCC(C(=O)NCc3ccc(F)cc3)(OC1=O)C2(C)C (stereo not given)	0	i
59	O=C1CC(/C=C/c2ccco2)=Nc2ccccc2N1	-1.8	i
60	CCNc1ncnc2c1cnn2C	0.55	i
61	O=C(NCc1ccco1)c1cc(S(=O)(=O)N2CCCC2)ccc1Cl	0.4	i
62	CCOc1cccc2sc(N(CCN(C)C)C(=O)c3ccc4ccccc4c3)nc12	-1.4	i
63	COc1ccc(NC(=O)c2cc3ccccc3o2)cc1	0.96	i
64	O=C(NC(Cc1ccccc1)C(=O)O)/C(=C\c1cccc([N+](=O)[O-])c1)NC(=O)c1ccco1 (stereo not given)	-0.25	i
65	Cc1ccccc1N(CC(=O)N/N=C/c1ccc(F)cc1)C(=O)c1ccccc1	0.33	i
66	O=C(O)CCCCCNC(=O)Cn1nnc2ccccc2c1=O	1.8	i
67	COc1c(C)cc(NC(=O)c2ccc3c(c2)NC(=O)CO3)cc1C	-0.1	i
68	CC(NC(=O)c1ccc(CS(C)(=O)=O)cc1)c1cccc2ccccc12 (stereo not given)	0.02	i
69	O=C(/C=C/c1ccc(OCCCF)cc1)N1CCN(Cc2ccccc2)CC1	-1.9	i
70	O=C1[C@@H]2C(c3cccnc3)=NO[C@@H]2C(=O)N1c1ccc(Cl)cc1Cl	-0.13	i
71	COc1cc(OC)cc(C(=O)NCCS(=O)(=O)N2CCN(Cc3ccccc3)CC2)c1	0	i
72	COc1ccc(-n2nc(C(=O)NCC(=O)NCC3COc4ccccc4O3)c3ccccc3c2=O)cc1OC (stereo not given)	-0.86	i
73	COc1ccc(OC)c(C2/C(=C(\O)c3ccc(OC)c(Cl)c3)C(=O)C(=O)N2CCN(C)C)c1 (stereo not given)	2	i
74	O=C(Nc1ccc(Nc2ccncc2)cc1)c1ccc([N+](=O)[O-])cc1	-0.4	i
75	Cc1c(NC(=O)C(C)Sc2ccccc2)c(=O)n(-c2ccccc2)n1C (stereo not given)	-0.78	i
76	C=CCc1c(C)nc(-c2ccccc2)nc1N/N=C/c1ccncc1	0.9	i
77	Nc1ccc(OCC(O)C[n+]2ccc(CCS(=O)(=O)[O-])cc2)cc1 (stereo not given)	0.93	i
78	Cc1cccc(NC(=O)C2C3C=CC(O3)C2C(=O)O)c1C (stereo not given)	-0.69	i
79	O=C(NCC1CCCO1)C(=O)N/N=C/c1ccc(O)c(Cl)c1 (stereo not given)	0.21	i
80	COC(=O)c1ccc(NS(=O)(=O)c2ccc3[nH]c(=O)oc3c2)cc1	-1.4	i

Other entries:
nr	Molecule	Kir21 block	CHT inh
81	CC(C)C(=O)Nc1cccc(-c2nc3ncccc3o2)c1	-0.79	i
82	COc1ccc(CCNC(=O)CSc2nc3cc(Cl)ccc3o2)cc1OC	1.4	i
83	COc1ccc(N2CCN(C(=O)C(=O)c3cn(CC(=O)N4CCCCCC4)c4ccccc34)CC2)cc1	0.38	i
84	CCc1c(C)sc(NC(=O)c2cc(C3CC3)on2)c1C#N	0.03	i
85	CCCc1cc(=O)oc2cc(C)cc(OC(C)C(=O)NCc3ccccn3)c12 (stereo not given)	-0.72	i
86	CC(=O)NCC(=O)OCc1ccc([N+](=O)[O-])cc1	1	i
87	CC1(C)CC(=O)N(CC(=O)NCc2ccc(F)cc2)c2ccccc2S1(=O)=O	-0.01	i
88	CC1(C)OC(=O)C(=CNc2ccccc2F)C(=O)O1	0.81	i
89	O=C(NCc1cccnc1)c1cccc(C(F)(F)F)c1	-1.7	i
90	CCN(CC)S(=O)(=O)c1ccc(N2CCOCC2)c(NC(=O)c2c3c(nc4ccccc24)CCC3)c1	0.68	i
91	CCn1c2ccccc2c2cc(NC(=O)CN3CCCC3)ccc21	-3.5	i
92	O=C(NNS(=O)(=O)c1ccc(F)cc1)c1sccc1-n1cccc1	1.2	i
93	O=C(NCc1ccco1)c1c(F)cccc1Cl	-0.69	i
94	COC(=O)c1ccccc1NC(=O)CCCn1nc(C)c2c(C)n(-c3ccccc3)nc2c1=O	-0.34	i
95	Cc1cccc(C)c1NC(=O)CN1C(=O)C(C)Oc2ccccc21 (stereo not given)	-1.7	i
96	Clc1ccc(N=NN2CCOCC2)cc1	-1.9	i
97	COc1ccc(N2CC(C(=O)Nc3ccc([N+](=O)[O-])cc3Br)CC2=O)cc1 (stereo not given)	-1.1	i
98	N#Cc1ccc(N2CCCC2C(=O)O)c([N+](=O)[O-])c1 (stereo not given)	-0.29	i
99	CCOC(=O)CNC(=O)CSc1nc2sc(C)c(C)c2c(=O)n1C	0.66	i
100	CCOC(=O)c1c(NC(=O)C(=O)N/N=C/c2ccc(OCC)cc2)sc2c1CCCCC2	-0.85	i
101	Cc1cccc(C)c1NC(=O)c1ccc2c(c1)CCN2S(C)(=O)=O	-0.57	i
102	O=C(c1cnccn1)N1CCN(C/C=C/c2ccccc2)CC1	0.15	i
103	COc1cc(OC)cc(C(=O)NCCNC(=O)c2ccccc2)c1	-0.14	i
104	Cc1ccccc1NC(=O)CCS(=O)(=O)c1ccc(Br)cc1	-0.8	i
105	CC1CC2(C)CC(C)C1(COC(=O)Nc1ccccc1)CO2 (stereo not given)	-2	i
106	N/N=C(\Cc1cscn1)c1ccc(O)cc1O	0.15	i
107	CCCCN1C2CCCC1CC(NC(=O)c1ccccc1Cl)C2 (stereo not given)	-1.1	i
108	Cc1ccc(CNC(=O)c2ccc3c(=O)[nH]c4c(C(=O)NCC5CCCO5)sc(=S)n4c3c2)cc1 (stereo not given)	-0.13	i
109	O=[N+]([O-])c1ccc(Oc2ccc(/C=N/O)cc2)nc1	0.01	i
110	COc1ccccc1NC(=S)NNC(=O)c1nn(C)c(C)c1Cl	-0.01	i
111	O=C(COC(=O)CCc1ccccc1)Nc1cc([N+](=O)[O-])ccc1F	-1.6	i
112	Cc1cc(-c2ccc(Cl)s2)n[nH]1	-0.06	i
113	CN(CCc1ccccc1)C(=O)c1cc(COc2cccc(C(F)(F)F)c2)on1	0.01	.
114	COc1ccc(OCC(=O)Nn2c(-c3ccc(OC)cc3)nc3ccccc3c2=O)cc1	-0.64	i
115	CCN(CC)c1nc(-c2ccccn2)nc(-c2ccccc2)c1C#N	-0.01	i
116	CN(C)Cc1c(O)ccc2c3c(c(=O)oc12)CCCCC3	0.06	i
117	CCOC(=O)C1(CC2CCCCO2)CCN(Cc2nc3ccccc3[nH]2)CC1 (stereo not given)	-0.71	i
118	Cc1ccc(OCCn2c3ccccc3n3nc(C)c(=O)nc23)cc1	1.1	i
119	CCC(c1nnnn1CCOC)N1CCN(C(=O)c2ccco2)CC1 (stereo not given)	-0.51	i
